Nrf2 activator: Nrf2 pathway activation; AREc32 ARE-luciferase reporter (MCF7-derived line), luminescence, 24 h; Potency, µM (doses to about 46.1 µM), without a hit: top-dose activation, most hits filed as activators; actives 0.31% (n = 410,000); AID 624171; further: % of control where 0% means no effect; nearly all actives have a fitted effect of over 65% in size
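Cells of the AREc32 ARE-luciferase line are plated in OPTI-MEM containing 5% FBS and left overnight at 37 deg C. Compounds are pinned in, incubation continues 24 hr, and firefly luciferase signal is then measured.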
A549 tox: A549 cytotoxicity, counter-screen for Nrf2 inhibitors | Potency, µM (top dose mostly 46 µM), inactives show top-dose activity change, negative = cytotoxicity, most hits filed as inhibitors | A549 ARE-Fluc cells, CellTiter-Fluor viability, 18-24 h | actives 0.16% (n = 390,000); further: on the % scale 0 is the no-effect control and ±100 the full control effect
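A549 ARE-Fluc cells in 5% FBS OPTI-MEM, 5000 cells/well, rested 2 h then exposed to compounds in concentration-response for 18-24 h at 37 °C. Viability by CellTiter-Fluor fluorescence (Ex 405/Em 525) after 30 min; luciferase luminescence (BugLite, 15 min, RT) read afterwards.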
Nrf2 block: Nrf2 pathway inhibition. Potency, µM (top dose mostly 46 µM), for the others: top-dose activity change, negative = inhibition, actives largely listed as inhibitors. AID 504444. actives 2.1% (n = 360,000). A549 ARE-Fluc reporter, luciferase luminescence, 18-24 h; further: on the % scale 0 is the no-effect control and ±100 the full control effect; nearly all actives have a fitted effect of over 60% in size
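Cells were seeded and rested 2 h, then exposed to compounds for 18-24 h. CellTiter-Fluor was read first as a viability measure. BugLite was added 15 min before the final luminescent read of ARE-luciferase activity in A549 cells.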
TGFb inhibitor: inhibitors of TGF-b signaling; Potency, µM (titrated, usually from 46.1 µM), inactives show at the highest dose activity, negative = inhibition, actives largely listed as inhibitors; actives 1.2% (n = 410,000); HepG2 CAGA-GFP TGF-b/SMAD3 reporter, GFP fluorescence, 18 h; TGF-beta stimulated, 500 pg/mL final; further: on the % scale 0 is the no-effect control and ±100 the full control effect; nearly all actives have a fitted effect of over 65% in size
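First, reporter cells (HEPG2 CAGA-GFP) rested 2 h at 37 degrees C. Next, compounds were pinned in and TGF-beta added to 500 pg/mL final. After 18 h, GFP was imaged per cell and summed per well.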
* hit, by the source's call; ? = inconclusive; . = not tested or not shown; [ ] = another dose, or the depositor's remark. The call rests on the fitted dose curve; in most records, active means well fitted curve in the direction sought with a large enough effect; inconclusive means small, poorly fitted or top-dose-only effect, or another doubt; inactive means no such curve, though single readings can be large; an effect the other way counts as inactive or inconclusive. Potency means the concentration at half of the fitted maximal effect.

compound | Nrf2 activator | A549 tox | Nrf2 block | TGFb inhibitor
CCOc1ccc(-c2nnc(SCC(=O)Nc3cccc(Cl)c3C)o2)cc1 | -0.7% | -20% | ? | .
Cc1nn(CCCC(=O)NCc2ccccc2)c(=O)c2c1sc1ccccc12 | 0.7% | -11% | ? | .
CCOC(=O)c1c(NC(C)=O)c2c3c(sc2n1Cc1nc(-c2ccc(Cl)cc2)oc1C)CCCC3 | 3.8% | 3% | 12% | .
COc1cccc(NC(=O)C2CCCN(c3nnc(-n4c(C)ccc4C)s3)C2)c1 (stereo unspecified) | ? | 3% | 19% | .
CC(Oc1ccc(F)cc1)C(=O)Nc1cc(-c2ccc(F)c(F)c2)no1 (stereo unspecified) | 9.8% | 1% | ? | .
CCC(=O)Nc1ccc2nc(SCc3ccccc3)sc2c1 | 5.3% | 4% | 23% | .
COc1ccccc1/C=C/c1nc(C#N)c(NCc2ccccc2)o1 | 4.0% | 7% | -2% | .
Cc1ccc(CN(C(=O)COc2ccc(Cl)c(C)c2)C2CCS(=O)(=O)C2)o1 (stereo unspecified) | 4.2% | 3% | -9% | .
Cc1ccc(C(=O)N(Cc2ccc(N(C)C)cc2)Cc2ccco2)cc1 | 11% | 1% | ? | .
CCn1c(C(=O)NCc2cccc(Br)c2)cc2oc3ccccc3c21 | -0.3% | -10% | ? | .
CCOc1ccccc1CNC(=O)c1oc2ccc3c(c2c1C)C(=O)CC(C)(C)O3 | 3.9% | 1% | ? | .
Cc1cccc(N(C)C(=O)CCS(=O)(=O)c2ccc3c(c2)n(C)c(=O)c(=O)n3C)c1 | -0.5% | 0% | 8% | .
COc1cc(NC(=O)CN2C(=O)C(c3ccc(Cl)cc3)=NC23CCCCC3)cc(OC)c1 | -1.8% | ? | ? | .
Cc1ccccc1NC(=O)N1CCc2cc(S(=O)(=O)N3CCC(C)CC3)ccc21 | 0.7% | 1% | 10% | .
CC(C)Oc1ccc(CNC(=O)c2ccc3c(c2)N(Cc2ccc(F)cc2)CCS3)cc1 | 3.7% | -3% | ? | .
CN(c1ccccc1)S(=O)(=O)c1nnc(NC(=O)c2cccs2)s1 | -1.3% | -8% | . | .

An excerpt from above in order of SMILES length, descending.
compound | Nrf2 activator | A549 tox | Nrf2 block | TGFb inhibitor
Cc1cccc(N(C)C(=O)CCS(=O)(=O)c2ccc3c(c2)n(C)c(=O)c(=O)n3C)c1 | -0.5% | 0% | 8% | .
CC(C)Oc1ccc(CNC(=O)c2ccc3c(c2)N(Cc2ccc(F)cc2)CCS3)cc1 | 3.7% | -3% | ? | .
Cc1ccccc1NC(=O)N1CCc2cc(S(=O)(=O)N3CCC(C)CC3)ccc21 | 0.7% | 1% | 10% | .

Further records follow:
compound | Nrf2 activator | A549 tox | Nrf2 block | TGFb inhibitor
Cc1ccc2nc(-c3cccc(NC(=O)CSc4ccc(Cl)cc4)c3)oc2c1 | 4.5% | 1% | ? | .
Cc1c(C(=O)NCc2cccc(Br)c2)oc2ccc3c(c12)C(=O)CC(C)(C)O3 | 6.7% | -8% | ? | .
CCOc1ccc(NC(=O)C2CCCN(c3nnc(-n4c(C)ccc4C)s3)C2)cc1 (stereo unspecified) | 14% | 11% | 0% | .
COC(=O)c1ccc(-n2nnc(-c3nc(-c4ccccc4Cl)no3)c2C)cc1 | 0.7% | 13% | ? | .
O=C(Nc1ccc(Br)cc1)C1CCCN1S(=O)(=O)c1ccc(F)cc1 (stereo unspecified) | -0.6% | -6% | ? | .
CCc1ccc(NC(=O)CN2C(=O)C(c3ccccc3)=NC23CCCCCC3)cc1 | -0.9% | -16% | ? | .
Cc1ccc(C)c(CSC2=NC(C)(C)Nc3ccccc32)c1 | -1.2% | 4% | -16% | .
COCCCNC(=O)C1CCN(c2nnc(-n3cccc3CNc3ccc(C)cc3)s2)CC1 | 3.7% | 1% | 7% | .
COc1ccc(-c2[nH]ncc2C(=O)NCc2ccc(F)cc2)cc1 | 5.3% | 1% | -1% | .
COc1ccc(-c2[nH]ncc2C(=O)NCc2ccccc2OC)cc1 | 0.3% | 0% | 5% | .
Cc1cccc(N2CCN(C(=O)c3ccc4c(c3)N(Cc3ccccc3)C(=O)c3ccccc3S4(=O)=O)CC2C)c1 (stereo unspecified) | 3.5% | 0% | -25% | .
COc1ccc(NC(=O)CN2C(=O)C(c3ccccc3)=NC23CCC(C)CC3)cc1Cl (stereo unspecified) | 0.5% | -25% | ? | .
CCCSc1ncc(Cl)c(C(=O)NCc2ccc(C)cc2)n1 | 7.7% | 6% | -23% | .
COc1cccc(CNC(=O)C2CCN(C(=O)c3sccc3-n3cccc3)CC2)c1 | 4.0% | 4% | 6% | .
COc1ccc(CNC(=O)CN2N=C(c3ccccc3)CCC2=O)c(OC)c1 | 0.0% | 11% | . | -14%
Cc1ccc(NC(=O)c2ccc(F)c(S(=O)(=O)NCCc3ccccc3)c2)cc1F | -1.5% | ? | . | 11µM*
CCc1cccc(NC(=O)C2Cc3ccccc3N2C(=O)c2ccccc2)c1 (stereo unspecified) | -0.5% | 7% | . | 2%
COc1ccc(C2=NN(CCC(=O)NCCc3ccccc3)C(=O)CC2)cc1 | 0.0% | 10% | . | -28%
COc1ccccc1N1CCN(S(=O)(=O)CCNC(=O)Cc2ccc(Cl)cc2)CC1 | 0.4% | 10% | . | ?
CCOc1ccc(CC(=O)NCc2ccc3c(c2)CCN3C(=O)c2ccccc2)cc1OCC | 5.0% | -2% | . | 19%
O=C(Nc1ccc(N2CCC(c3ccccc3)C2)c(C(=O)O)c1)c1ccc(Cl)cc1 (stereo unspecified) | -0.1% | 0% | . | -24%
CC(C)OC(=O)c1c(NC(=O)c2cc3nc(-c4ccccc4)cc(C(F)(F)F)n3n2)sc2c1CCCC2 | 0.1% | 2% | . | ?
Cc1c(C(=O)N2CCC(C(=O)Nc3ccc(F)c(Cl)c3)CC2)sc2nc[nH]c(=O)c12 | 5.4% | 4% | . | -31%
Cc1ccc(CNC(=O)c2cc(-c3ccc(C)cc3)nc3n[nH]c(-c4cccc([N+](=O)[O-])c4)c23)cc1 | 2.9% | -10% | . | 14%
COc1cc(NC(=O)Cc2c(C(=O)O)c(C)cn2C)cc(OC)c1 | -0.1% | 3% | . | -5%
Cc1ccc(NC(=O)C2(c3cccs3)CCOCC2)cc1Cl | 0.6% | 2% | . | -28%
CC1CCN(S(=O)(=O)c2ccc3c(c2)CCN3)CC1 | 0.1% | -1% | . | 20%
Cc1c(Cl)cccc1NC(=O)c1oc2ccc(S(=O)(=O)N3CCC4(CC3)OCCO4)cc2c1C | -0.2% | -10% | . | -9%
O=C(Nc1ccc(Cl)cc1Cl)c1cc(S(=O)(=O)N2CCCCCC2)ccc1F | -0.5% | 18% | . | 1%
COc1ccccc1NC(=O)N1CCN(c2nnc(C)c3c(C)n(-c4ccccc4)nc23)CC1 | 5.8% | 2% | . | 0%
O=C(c1cccs1)N1CCCc2cc(NS(=O)(=O)c3ccc(F)cc3)ccc21 | 0.4% | 0% | . | ?
CCc1ccc(CN2CCc3nc(N4CCN(CC)CC4)ncc3C2)cc1 | 6.3% | 0% | . | -28%
COc1ccc(-c2nc3sc(CCNC(=O)c4ccccc4C)c(C)n3n2)cc1 | -0.4% | -20% | . | -23%
CCCCn1c(SCc2ccccc2C)nc2ccsc2c1=O | 0.6% | 7% | . | -3%
COc1cc(NC(=O)N2CCc3c(sc4c3CCCC4)C2c2ccccc2)cc(OC)c1OC (stereo unspecified) | 5.1% | -6% | . | 0%
Cc1cccc(-c2nc(CCNC(=O)COc3ccccc3)cs2)c1 | 0.8% | 12% | . | 0%
O=C(/C=C\c1ccc2c(c1)OCO2)NC1CC(=O)N(c2ccc(F)cc2)C1 (stereo unspecified) | 1.1% | -2% | . | ?
COc1ccc(S(=O)(=O)NCCc2csc3nc(-c4ccccc4)nn23)cc1OC | 16% | -6% | . | -12%
Cc1ccccc1NC(=O)Cn1nc(-c2ccccc2)nc(Cc2ccccc2)c1=O | -0.7% | -1% | . | -2%
Cc1ccc(-n2ncc3c(NCc4ccccc4)ncnc32)cc1Cl | -0.3% | 10% | . | 16%
CCOc1ccc(-n2ccnc2SCC(=O)Nc2ccc(OC)cc2OC)cc1 | -0.7% | 3% | . | -9%
Cc1cc(=O)[nH]c2nnc(SCc3c(F)cccc3Cl)n12 | -0.3% | 1% | . | -12%
Cc1ccc(S(=O)(=O)C(CNS(=O)(=O)c2cc(F)ccc2F)c2cccs2)cc1 (stereo unspecified) | 9.4% | -7% | . | 0%
Cc1ccc(-c2nc3sc(CCNC(=O)c4ccc(C)c(C)c4)c(C)n3n2)cc1 | -0.6% | -8% | . | -26%
Cn1c(SCC(=O)N2CCCc3ccccc32)ncc(C(=O)Nc2ccccc2)c1=O | 3.1% | 15% | . | -22%
COc1ccc(C(=O)CN2C(=O)N(c3cc(C)cc(C)c3)S(=O)(=O)c3ccccc32)cc1 | -0.8% | -6% | . | -18%
Cc1csc2nc(-c3cccc(NC(=O)c4cccc(F)c4)c3)cn12 | -0.7% | -1% | . | ?
CCc1ccccc1NC(=O)Cn1nc(C)c2nn(-c3ccc(Cl)cc3)c(C)c2c1=O | 1.8% | 6% | . | -7%
CCOCCn1ccc2c(OCC(=O)Nc3ccc(C(N)=O)cc3)cccc2c1=O | 4.5% | 2% | . | 42%[activator]
O=C(Nc1ccc(-c2nc3ccccc3o2)c(O)c1)c1ccccc1 | -0.1% | 1% | . | 19%
COc1ccccc1CNC(=O)CSC1=Nc2ccccc2N=C(c2ccc(F)cc2)C1 | -1.2% | -7% | . | 0%
CC1=C(C(=O)Nc2cccc(Cl)c2)C2(CCCCCC2)OC1=O | -0.4% | -17% | . | -14%
COc1cccc(C(=O)Nc2cccc(C(=O)OCc3cc(=O)n4nc(C5CC5)sc4n3)c2)c1 | 4.0% | -5% | . | 20%
COc1ccc(CNC(=O)CCCN2C(=O)CCn3nc(-c4cn(C)c5ccccc45)cc32)cc1 | 2.8% | 7% | . | -13%
COc1ccccc1CNC(=O)CCCN1C(=O)CCn2nc(-c3cn(C)c4ccccc34)cc21 | 6.7% | 7% | . | ?
Cc1ccc(NC(=O)CCS(=O)(=O)c2ccc(Br)cc2)c(C)c1 | 0.3% | 4% | . | 0%

The list goes on:
compound | Nrf2 activator | A549 tox | Nrf2 block | TGFb inhibitor
O=C(COc1ccccc1)N(Cc1cccnc1)c1nc2ccc(F)cc2s1 | 2.6% | 15% | . | ?
COCCCNC(=O)CSc1nc2ccccc2c(=O)n1Cc1ccco1 | 0.6% | 0% | . | -2%
CCn1ccc2c(OCC(=O)Nc3ccccc3C(F)(F)F)cccc2c1=O | 2.1% | -4% | . | -18%
CCOC(=O)c1noc2nc(C)n(CC(=O)NC(C)CC)c(=O)c12 (stereo unspecified) | 0.0% | 1% | . | 3%
COc1ccc(S(=O)(=O)N2CCN(Cc3nc4ccc(C)cc4o3)CC2)cc1OC | 0.8% | 2% | . | -19%
Cc1cc(C)c(NC(=O)CSc2nc(=O)n(Cc3ccncc3)c3c2CCC3)c(C)c1 | 2.4% | 1% | . | -9%
CCOC(=O)c1c(NC(=O)c2ccc(S(=O)(=O)N(CC(C)C)CC(C)C)cc2)sc2c1CCN(CC)C2 | 0.9% | 7% | . | 59%[activator]
CCCc1cnc2c(c1SCC(=O)N(C)c1ccccc1)c(=O)n(C)c(=O)n2C | -0.1% | 5% | . | -13%
O=C(Nc1ccc(Cl)cc1F)c1cc(S(=O)(=O)NCc2ccc3c(c2)OCO3)ccc1F | 0.1% | 0% | . | -27%
CCOc1ccccc1NS(=O)(=O)c1cnc(N)nc1 | 0.0% | 1% | . | -1%
CCOc1cccc(NC(=O)c2ccc(F)c(S(=O)(=O)N(CC)c3cccc(C)c3)c2)c1 | 1.0% | 14% | . | -3%
O=C(CCSCCc1ccccn1)Nc1ccccc1C(F)(F)F | 0.7% | 6% | . | -12%
COc1cc(C(=O)N2CCC(c3ccncc3)CC2)cc(OC)c1OC | -0.3% | 0% | . | 0%
O=C(CN1CCSc2ccccc21)N1CCCCC1 | -0.2% | -2% | . | 6%
CCOc1ccccc1CNC(=O)CSc1n[nH]c(-c2ccccc2)n1 | -0.3% | 1% | . | ?
O=C(NCCc1ccc(Cl)cc1)c1ccc(CSCc2ccc(Cl)cc2)o1 | -0.1% | -2% | . | -30%
COc1cccc(CNC(=O)c2ccc(CNS(=O)(=O)c3ccc(C)cc3)cc2)c1 | -0.1% | 6% | . | 0%
CCc1ccc(OCC2c3cc(OC)c(OC)cc3CCN2C(=O)COc2ccccc2)cc1 (stereo unspecified) | 4.4% | -24% | . | -20%

Bioassay records (PubChem)

This is a subset; the hit share may differ from the screen's.
